RGS8-Gao reg: human RGS8-Galphao interaction regulation; response (percent of control binding), % at 10 µM; 220,000 compounds, 0.34% hits; multiplexed bead flow cytometry, RGS8-Galphao binding; actives lie on both sides; AID 1423; P09471; in the data active means response below about 60% or above about 140%; inactive means in between;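 further: Galphao activated as the GDP aluminium fluoride complex binding bead-coupled RGS8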
Target sequence (P09471 whole entry, looked up): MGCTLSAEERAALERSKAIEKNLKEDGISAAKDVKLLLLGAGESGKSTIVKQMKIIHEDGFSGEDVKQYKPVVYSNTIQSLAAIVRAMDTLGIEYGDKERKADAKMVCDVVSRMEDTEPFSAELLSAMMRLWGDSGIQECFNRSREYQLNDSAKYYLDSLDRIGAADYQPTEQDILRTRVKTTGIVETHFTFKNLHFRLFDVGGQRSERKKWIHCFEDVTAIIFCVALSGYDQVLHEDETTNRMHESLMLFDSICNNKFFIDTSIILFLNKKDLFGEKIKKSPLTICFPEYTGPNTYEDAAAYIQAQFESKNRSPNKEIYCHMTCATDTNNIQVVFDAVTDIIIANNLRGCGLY
Mcl1-Bid inh: disrupts binding of human Mcl-1 to Bid peptide. 220,000 compounds, 0.97% hits. inhibition, % at 21.7 µM. Q07820. AID 1021. TR-FRET Mcl-1/Bid-Dy647 peptide binding, 1536-well;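 active means compounds that cut the binding signal by more than half at the single screening dose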;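 further: His-tagged Mcl-1 with europium anti-His antibody binding Bid BH3 peptide; 0% = Mcl-1 plus peptide wells and 100% = peptide-only wells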
Target sequence (Q07820 whole entry, looked up): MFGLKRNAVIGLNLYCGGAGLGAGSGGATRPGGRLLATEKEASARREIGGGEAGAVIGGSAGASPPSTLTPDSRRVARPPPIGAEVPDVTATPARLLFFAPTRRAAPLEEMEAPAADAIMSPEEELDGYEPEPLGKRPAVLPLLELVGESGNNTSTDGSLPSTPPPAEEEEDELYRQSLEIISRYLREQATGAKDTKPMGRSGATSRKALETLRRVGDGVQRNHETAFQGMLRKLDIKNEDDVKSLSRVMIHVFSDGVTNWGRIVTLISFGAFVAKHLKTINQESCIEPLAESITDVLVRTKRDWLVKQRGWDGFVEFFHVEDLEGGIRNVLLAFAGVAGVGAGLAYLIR
Pf gamet viab: kills late stage P. falciparum gametocytes; P. falciparum stage V gametocytes, ATP luminescence, 24 h; inhibition, % at 10.9 µM; 150,000 compounds, 0.065% hits;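 active means inhibition above the mean plus 3 SD of compounds within the control limits, set per campaign, cut at about 38% in these data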;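 further: 0% = DMSO wells and 100% = medium only without gametocytes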
Mcl1-Noxa inh: disrupts binding of human Mcl-1 to Noxa peptide | inhibition, % at 21.7 µM | 220,000 compounds, 1.5% hits | AID 1022 | TR-FRET Mcl-1/Noxa peptide binding, 2 h | Q07820;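 active means compounds that cut the protein-peptide binding signal by more than 50% relative to plate controls in a single-dose test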;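 further: His-tagged Mcl-1 with rhodamine Noxa BH3 peptide and terbium anti-His antibody; 0% = Mcl-1 plus Noxa peptide wells and 100% = peptide-only wells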
An asterisk follows results filed as active.

Each structure is followed by: RGS8-Gao reg, Mcl1-Bid inh, Mcl1-Noxa inh, Pf gamet viab
- N#Cc1ccc(NCCc2ccccn2)c([N+](=O)[O-])c1
 : 102, -13, -10, 16
- COc1ccc(C(O)c2nc3ccccc3n2C(C)C)cc1 (stereo unspecified)
 : 105, 3, 6, -20
- NC(=O)N/N=C/C=C/c1ccc(F)cc1
 : 99, -10, 18, 24
- COc1ccc2nc(N3CCCCC3)c(/C=C3\SC(=S)NC3=O)cc2c1
 : 82, -88, 37, 28
- O=C(Nc1nnc(COc2ccc(F)cc2)s1)c1ccco1
 : 98, -22, -8, 0
- CC(=O)/C(C#N)=C1\NC(=O)C(Cc2ccc(C)c(Cl)c2)S1 (stereo unspecified)
 : 105, 8, -4, -24
- FC(F)(F)c1ccc(Sc2n[nH]c(C(F)(F)F)n2)nc1
 : 98, 8, 3, -8
- O=C(Nc1ccccc1C(F)(F)F)N1CCCC1c1cccnc1 (stereo unspecified)
 : 96, -11, -4, 12
- COC(=O)C1=C(C)N(Cc2ccccc2)C(=O)N[C@H]1c1cccs1
 : 99, -32, 1, 0
- CCOc1ccc(Nc2ccnc3cc(Cl)ccc23)cc1
 : 88, -15, 19, 16
- O=C(CN1CCN(c2ccc(C(F)(F)F)cn2)CC1)Nc1ccc2c(c1)OCO2
 : 101, 10, 26, -16
- CCCOC(=O)c1ccc(Oc2cn[nH]c2-c2ccc(O)cc2O)cc1
 : 127, 3, 22, 0
- C=C(C)C(=O)Nc1cccnc1Oc1ccc(F)cc1
 : 98, -13, -2, -10
- C/C(=N/NC(=O)CNC(=O)c1cccnc1)c1ccco1
 : 100, -21, -3, 18
- O=C1NC(=O)/C(=C/c2ccc(OS(=O)(=O)c3ccc(F)cc3F)cc2)N1
 : 99, -7, -3, 18

One compound at a time, as listed above. Order of screens: RGS8-Gao reg	Mcl1-Bid inh	Mcl1-Noxa inh	Pf gamet viab
COC(=O)C1=C(C)N(Cc2ccccc2)C(=O)N[C@H]1c1cccs1 is entered as 99	-32	1	0
O=C(Nc1nnc(COc2ccc(F)cc2)s1)c1ccco1 is entered as 98	-22	-8	0
O=C1NC(=O)/C(=C/c2ccc(OS(=O)(=O)c3ccc(F)cc3F)cc2)N1 is entered as 99	-7	-3	18
O=C(Nc1ccccc1C(F)(F)F)N1CCCC1c1cccnc1 (stereo unspecified) is entered as 96	-11	-4	12

Quoted from the results shown (3 entries):
Each structure is followed by: RGS8-Gao reg, Mcl1-Bid inh, Mcl1-Noxa inh, Pf gamet viab
- N#Cc1ccc(NCCc2ccccn2)c([N+](=O)[O-])c1
 : 102, -13, -10, 16
- COc1ccc(C(O)c2nc3ccccc3n2C(C)C)cc1 (stereo unspecified)
 : 105, 3, 6, -20
- NC(=O)N/N=C/C=C/c1ccc(F)cc1
 : 99, -10, 18, 24

Later entries.
Each structure is followed by: RGS8-Gao reg, Mcl1-Bid inh, Mcl1-Noxa inh, Pf gamet viab
- COc1ccccc1-n1cc(-c2ccc([N+](=O)[O-])cc2)[nH]c1=S
 : 100, -6, 24, 17
- Cc1nccn1-c1c([N+](=O)[O-])c(=O)n(C)c2ccccc12
 : 100, 5, -17, -7
- Cc1nc(N)nc(N/N=C/c2ccccc2)n1
 : 100, -18, -29, 13
- COP1(=O)C=C[C@H](N(Cc2ccccc2)S(=O)(=O)c2ccccc2[N+](=O)[O-])[C@@H](C)O1 (stereo partly specified)
 : 96, -43, 19, 4
- Cc1ccc(Oc2ncccc2C(=O)NCC(=O)O)cc1
 : 101, -4, -6, -7
- O=C(COC(=O)c1ccc(Cl)cc1O)NCCN1C(=O)CSC1=O
 : 101, 1, 12, 7
- CC(C)c1ccc(NNC(=O)C2CCC2)cc1
 : 100, 5, -3, -16
- O=C(N/N=C\c1cc(Br)cs1)c1ccncc1
 : 95, 1, 2, -2
- Cn1cnc2c(N/N=C/c3cccs3)ncnc21
 : 101, -4, 16, -4
- Cc1cc(C(=O)N/N=C/c2c(C)nn(-c3ccccc3)c2Cl)n[nH]1
 : 99, -6, -1, -10
- O=c1c(-c2ccc(Br)cc2)[n+]([O-])c2ccccc2n1OCc1ccccc1
 : 102, -11, -16, -8
- CCc1ccccc1NNC(=O)c1cc(C)on1
 : 102, -18, -7, 1
- O=C1OC(/C(=C\Nc2ccccc2)[N+](=O)[O-])c2ccccc21 (stereo unspecified)
 : 100, -49, 5, 7
- O=C(NN1CC(=O)N(c2cc(Cl)cc(Cl)c2)CC1=O)c1cccs1
 : 98, -38, 9, -19
- C/C=C(/C)C(=O)Nc1cccc(C2=NOC3(C2)C[C@@H](C(N)=O)N(C(=O)[C@H]2CCC(=O)N2)C3)c1 (stereo partly specified)
 : 100, -10, -10, -10
- Cc1oc(C)c(C(=O)O)c1C(=O)O
 : 96, -14, 10, 8
- CSc1nc(SCC(=O)O)c2sc3nc(-c4ccccc4)c4c(c3c2n1)CCC4
 : 98, 90*, -77, 6
- Cc1cccc(/C=N/NC(=O)Cn2nnnc2N)n1
 : 102, -24, -30, -12
- COC1CC(C)NC(=S)N1 (stereo unspecified)
 : 111, -11, -4, -18
- N#CCc1ccc(OC(=O)c2cccnc2)cc1
 : 102, -2, -1, 10
- CCCCCCCc1c(C#N)c(N)[nH]c(=S)c1C#N
 : 88, -61, -58, 13
- CCOc1ccc2nc(N/C(N)=N/C(=S)Nc3cccc(OC)c3)nc(C)c2c1
 : 98, -24, -1, -12
- Cc1cc(-c2ccccc2)nc2oc3c(c12)NC(=O)CN(c1ccccc1)C3=O
 : 100, -5, 11, 11
- O=C(CSc1nnnn1-c1ccc(O)cc1)c1cc2ccccc2o1
 : 99, 36, -12, 4
- O=P(Cc1cc(Br)cc(Br)c1OCCO)(c1ccccc1)c1ccccc1
 : 103, -28, 13, 14
- c1ccc2sc(SCSc3nc4ccccc4s3)nc2c1
 : 97, -4, -12, 19
- N#CC1(c2ccccc2)CCC(=O)N1c1ccccc1 (stereo unspecified)
 : 104, -2, 8, -6
- COc1ccc(S(=O)(=O)N(C)C)cc1NC(=O)COC(=O)c1nc2nccc(C)n2n1
 : 98, -19, 16, -2
- Cc1cc(N/N=C/c2cccc([N+](=O)[O-])c2)nc(-n2nc(C)cc2C)n1
 : 98, -37, -41, -10
- O=C1CC2(CCCC2)C(=O)N1c1ccc(S(=O)(=O)NCC2CC2)cc1Cl
 : 101, 7, 3, -17

Three of the compounds above, with bars between the fields:
Compound | RGS8-Gao reg | Mcl1-Bid inh | Mcl1-Noxa inh | Pf gamet viab
CCCCCCCc1c(C#N)c(N)[nH]c(=S)c1C#N | 88 | -61 | -58 | 13
c1ccc2sc(SCSc3nc4ccccc4s3)nc2c1 | 97 | -4 | -12 | 19
Cc1cc(-c2ccccc2)nc2oc3c(c12)NC(=O)CN(c1ccccc1)C3=O | 100 | -5 | 11 | 11

More structures follow:
Each structure is followed by: RGS8-Gao reg, Mcl1-Bid inh, Mcl1-Noxa inh, Pf gamet viab
- Cc1c2n(c3ccccc13)CC/C2=N\O
 : 102, 1, -10, 1
- CNc1nnc(-c2ccco2)s1
 : 102, -3, 6, -7
- CCn1c(SCC(=O)N/N=C\c2ccccc2OCC(=O)O)nnc1-c1ccc(Cl)cc1
 : 102, 15, 16, 7
- COc1ccc(NC(=O)O/N=C/c2ccccc2Cl)cc1
 : 99, -21, 3, 19
- Cc1occc1C(=O)N/N=C/c1ccccc1[N+](=O)[O-]
 : 98, -2, 16, -19
- COC(=O)CCCC1=CC2=CC(=O)C(C)(OC(=O)c3cccs3)C(=O)C2=CN1Cc1ccco1 (stereo unspecified)
 : 103, -82, 9, -4
- Cc1ccc(/C=N/NC(=O)Cn2nnc(N)n2)cc1
 : 103, -9, -10, -4
- COc1ccc(NS(=O)(=O)c2ccc(-c3n[nH]c(=S)n3Cc3ccccc3)cc2)cc1
 : 101, -154, 13, -9
- O=C(O)c1ccc(S(=O)(=O)N(Cc2cccs2)CC2CCCO2)cc1 (stereo unspecified)
 : 101, 7, 15, 8

Source: PubChem BioAssay (several laboratories)

An excerpt, so the mix of outcomes need not match the whole.
